COUP-TFII inh: inhibitors of human COUP-TFII (NR2F2) | P24468 | HEK293T NGFI-A luciferase reporter, luminescence | inhibition, % at 8.6 µM | actives 0.7% (n = 370,000);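 active means inhibition above a per-plate cutoff, mean inhibition of test wells between control levels plus 3 SD, cut at about 38% in these data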;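 further: cells cotransfected with COUP-TFII expression vector driving the NGFI-A reporter; 0% = median of COUP-TF2 test wells and 100% = reporter-only cells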
Target sequence (P24468 whole entry, looked up): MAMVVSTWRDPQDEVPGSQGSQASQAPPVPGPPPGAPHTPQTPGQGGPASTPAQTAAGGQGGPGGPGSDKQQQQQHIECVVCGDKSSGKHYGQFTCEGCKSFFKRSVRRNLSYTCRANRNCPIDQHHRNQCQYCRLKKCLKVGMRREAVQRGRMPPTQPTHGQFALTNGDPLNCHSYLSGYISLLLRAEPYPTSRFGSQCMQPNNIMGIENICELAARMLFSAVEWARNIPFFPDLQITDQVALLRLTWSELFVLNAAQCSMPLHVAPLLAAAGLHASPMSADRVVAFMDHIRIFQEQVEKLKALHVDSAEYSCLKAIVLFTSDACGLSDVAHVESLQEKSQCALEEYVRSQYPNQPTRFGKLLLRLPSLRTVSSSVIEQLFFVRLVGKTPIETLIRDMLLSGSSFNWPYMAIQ
SRC2 inh: inhibits human steroid receptor coactivator 2. Q15596. HEK293 GAL4-SRC2 luciferase reporter, luminescence. inhibition, % at 9 µM. actives 0.17% (n = 370,000). AID 651957;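 active means inhibition above the mean inhibition of all tested compounds plus 3 SD, set per campaign, cut at about 52% in these data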;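 further: 0% = DMSO treated cells and 100% = cells given Gossypol at 36 µM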
EBV LMP1 NFkB: Epstein-Barr LMP1 NF-kappaB reporter inhibition. LMP1-induced NF-kappaB luciferase reporter cells, luminescence. inhibition, % at 12.5 µM. actives 0.69% (n = 350,000); in the data active means inhibition above about 41%;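 further: 0% = neutral control wells and 100% = reference inhibitor control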
CF NFkB block: blocks PAF-induced NF-kB reporter in cystic fibrosis cells; KKLEB NF-kB-GFP reporter, GFP fluorescence overnight; actives 0.86% (n = 360,000); inhibition, % at 5 µM;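 active means at least 50% inhibition at 5 µM, scaled per plate between neutral and stimulator controls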;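 further: PAF is a Pseudomonas aeruginosa culture filtrate used as stimulus; plate controls were PAF-stimulated DMSO wells for no effect and unstimulated DMSO wells for full effect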
SRC1 inh: human NCOA1 inhibition; Q15788; HEK293 GAL4-SRC1 luciferase reporter, luminescence; inhibition, % at 3.6 µM; actives 0.12% (n = 360,000); AID 588354;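 active means inhibition above the campaign mean plus 3 SD, with each screening campaign given its own cutoff, cut at about 60% in these data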;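 further: 0% = DMSO treated cells and 100% = gossypol at 36 µM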
NCOA3 inh: human NCOA3 inhibition. Q9Y6Q9. HEK293 GAL4-SRC3 luciferase reporter, luminescence. inhibition, % at 3.6 µM. actives 0.17% (n = 360,000). AID 588352;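 active means inhibition above a per-campaign cutoff, the mean of all compounds plus 3 SD, cut at about 60% in these data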;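 further: 0% = DMSO-treated cells and 100% = gossypol-treated cells at 36 µM; higher means less SRC3-driven luciferase light from the GAL4 reporter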
TWEAK Fn14 block: blocks TWEAK-Fn14 interaction in a reporter cell assay; TWEAK-stimulated Fn14 reporter cells, luciferase luminescence, 8 h; inhibition, % at 10 µM; actives 2% (n = 360,000); AID 1159606; in the data active means inhibition above about 50%
NR5A2 inv ag: inverse agonists of human LRH-1 (NR5A2); O00482; HEK293T StAR-luciferase reporter, LRH-1 transfected, 24 h; inhibition, % at 3.6 µM; actives 0.13% (n = 360,000);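 active means inhibition above the mean inhibition of all tested compounds plus 3 SD, cut at about 73% in these data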;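 further: 0% = DMSO wells and 100% = reporter-only cells lacking LRH-1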
Target sequence (O00482 whole entry, looked up): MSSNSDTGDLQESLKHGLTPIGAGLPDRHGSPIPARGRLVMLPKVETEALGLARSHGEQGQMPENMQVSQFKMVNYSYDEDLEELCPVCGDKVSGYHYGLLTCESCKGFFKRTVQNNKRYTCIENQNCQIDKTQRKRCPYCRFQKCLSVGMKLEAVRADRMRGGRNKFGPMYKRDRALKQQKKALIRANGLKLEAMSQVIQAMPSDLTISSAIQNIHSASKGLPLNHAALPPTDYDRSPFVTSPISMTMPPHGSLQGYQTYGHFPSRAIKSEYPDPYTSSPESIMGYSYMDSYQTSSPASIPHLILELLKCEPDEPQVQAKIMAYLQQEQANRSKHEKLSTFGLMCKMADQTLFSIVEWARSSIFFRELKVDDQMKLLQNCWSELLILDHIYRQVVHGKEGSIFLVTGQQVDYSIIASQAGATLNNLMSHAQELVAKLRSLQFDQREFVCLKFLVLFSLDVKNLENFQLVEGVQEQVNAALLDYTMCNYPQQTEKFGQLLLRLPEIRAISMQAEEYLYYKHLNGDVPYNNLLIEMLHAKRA
KKLEB cytotox: CF airway cell cytotoxicity counter-screen. KKLEB CF airway cells viability, ATPlite luminescence, overnight; hits give low values; cells stimulated with P. aeruginosa culture filtrate. actives 0.36% (n = 360,000). activity change (cytotoxicity), % at 5 µM;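 active means corrected activity change at or below -50% at 5 µM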
TRAIL sens C8: caspase-8 TRAIL sensitization. actives 1% (n = 360,000). inhibition (viability loss, TRAIL sensitization), % at 10 µM. NB7+C8 cells + TRAIL, ATPlite viability luminescence;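 active means compounds causing at least 50% loss of cell viability in the single-dose screen, relative to plate controls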
TROY signal inh: inhibitors of TROY-dependent NF-kB signaling | Q293 LMP1-TROYcd NF-kB luciferase reporter, 4 h | inhibition, % at 10 µM | actives 0.98% (n = 360,000);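 active means compounds whose plate-normalised and pattern-corrected inhibition of the luciferase reporter signal at the single screening dose is 50% or more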
Starred values were filed as active, the others as inactive; . = no result given.

SMILES	COUP-TFII inh	SRC2 inh	EBV LMP1 NFkB	CF NFkB block	SRC1 inh	NCOA3 inh	TWEAK Fn14 block	NR5A2 inv ag	KKLEB cytotox	TRAIL sens C8	TROY signal inh
COc1ccc(CCNC(=O)CSc2nn3c(=O)c(C)nnc3s2)cc1OC	-14	2	-5	11	-5	13	-1	57	0	-2	2
COCCNC(=O)Nc1ccc2nc(-c3cccs3)c(-c3cccs3)nc2c1	9	-8	-2	17	-2	-8	14	1	-16	0	-5
COc1ccccc1C(CNC(=S)NCc1ccccc1)N1CCCC1 (configuration not stated)	-5	13	-16	-4	-2	4	4	-15	1	-7	-9
COc1cccc(N2CC(C)Cn3c2nc2c3c(=O)[nH]c(=O)n2C)c1 (configuration not stated)	13	9	0	-6	-9	2	-12	-18	2	-1	1
CCO/N=C(/C)c1c(O)cc(C(C)(C)C)n(-c2ccccc2)c1=O	-12	8	-9	9	-13	18	9	-8	6	-10	-3
COc1ccc(-c2cc(-c3ccccc3)nc(N3CCCC3)n2)cc1OC	-4	-3	5	-6	-12	-13	-11	-8	2	19	-19
Cc1ccccc1C(=O)N1CCCC(CCC(=O)N2CCN(c3ccccn3)CC2)C1 (configuration not stated)	-7	-13	2	11	19	19	25	-2	-5	3	-7
c1ccc(-n2ncc3c(N4CCC5(CC4)OCCO5)ncnc32)cc1	-17	-40	-28	4	-52	-51	-1	-29	1	6	-62
CS(=O)(=O)N1CC(C(=O)NC2CC2)Oc2ccc(Cl)cc21 (configuration not stated)	-1	-10	29	3	-1	-16	-3	-4	6	-21	-7
CS(=O)(=O)N(Cc1ccc(Cl)cc1)c1ccc(C(=O)N2CCN(c3ccccc3)CC2)cc1	4	20	-1	-17	1	-12	13	7	6	-9	1
O=C1NC(=Nc2cccnc2)S/C1=C/c1ccc(F)cc1	6	0	.	25	-2	8	-11	10	-16	25	-4
COc1ccc(OCC(=O)NCCCN2CCOCC2)cc1	-7	-25	2	-8	-11	13	3	13	-4	-20	15
O=C(Cc1ccc([N+](=O)[O-])cc1)N1N=C(c2ccncc2)CC1(O)C(F)(F)F (configuration not stated)	21	-15	11	-5	1	9	2	8	-15	-2	10
Nc1ccccc1SC(C[N+](=O)[O-])c1ccccc1 (configuration not stated)	.	.	14	4	-44	-31	61*	14	0	-7	47
Cc1c(CC(=O)NCCCC(=O)O)c(=O)oc2cc3occ(-c4ccccc4)c3cc12	0	-9	5	-13	-2	-3	1	10	12	11	19
Cc1noc(C)c1C(=O)N1CCC1(C)C(=O)NS(=O)(=O)c1cccc(Cl)c1 (configuration not stated)	6	11	.	-2	-20	12	-8	19	4	-13	-2
CC(NC(=O)c1cc2ccccc2o1)c1cccs1 (configuration not stated)	-1	-18	-11	-11	-19	-4	-15	-5	-2	-4	-8
O=C(COC(=O)c1ccc(Cl)s1)c1cc2ccccc2o1	-3	10	-2	7	2	-8	7	7	-2	6	-41
COc1ccc(NC(=O)c2cc(-c3cc(C)c(C)cc3O)n[nH]2)c(OC)c1	-16	-12	12	-22	-2	-10	-12	3	10	8	10
COC(=O)[C@@]12CCCCN1[C@H](c1ccc(-c3ccc(F)cc3)c(OC)c1)[C@@H]1C(=O)N(C)C(=O)[C@@H]12	13	-17	3	-8	-16	17	18	4	20	1	15
CCCCN(C(=O)C1CCN(C(=O)c2ccccc2C)CC1)c1c(N)n(CC(C)C)c(=O)[nH]c1=O	-22	19	2	0	-6	15	4	20	1	19	-7
O=c1[nH]nc(SCc2ccccc2)c(=O)[nH]1	2	-2	-4	12	12	10	14	-3	1	-4	8
O=C1CC(c2cccc(Br)c2)C2=C(CCCC2=O)N1 (configuration not stated)	-8	15	6	0	-11	9	7	-12	6	0	-8
CC(=O)c1c(C)[nH]c(C(=O)CN2C(=O)NC(C)(c3ccc4c(c3)OCCO4)C2=O)c1C (configuration not stated)	-7	-33	-6	-19	-3	12	-5	21	3	-5	18
O=C(CNC(=O)c1ccccc1)NCC1COc2ccccc2O1 (configuration not stated)	3	8	0	-8	-9	-13	18	-15	3	-4	-10
C#CCn1c2ccccc2c(=O)n1C(C)C	-1	-27	.	-51	7	-15	24	-17	5	-14	15
CCOC(=O)[C@@H]1[C@H]2COc3ccc(Br)cc3[C@@H]2N2C(=O)N(c3ccccc3)C(=O)[C@]12C	2	8	-2	14	-10	-24	-10	5	-12	2	-10
COC(=O)[C@H](C)N(Cc1ccc(Cl)c(Cl)c1)S(=O)(=O)CCNC1CCCC1	.	.	-3	13	6	0	12	-13	-19	-1	-4
CC1(C)C[C@@H](O)[C@]2(C)CC[C@]3(C)C(=CCC4[C@@]5(C)CC[C@H](O)[C@](C)(CO)C5CC[C@]43C)[C@@H]2C1 (some centres not stated)	7	6	-3	7	-12	17	4	-27	-33	1	-3
CCCCn1c(=O)[nH]c(=O)c2c1nc(COC(=O)c1c(C)noc1C)n2CCC	3	-11	4	15	-1	11	-9	-4	-20	-2	15
CCc1ccc(/C=C/C(=O)c2c(C)cc(C)[nH]c2=O)cc1	-2	45	31	34	21	35	80*	15	-10	-4	44
CCOc1cccc(CNCCCSc2ncccn2)c1	-17	-63	2	5	1	-31	4	3	-11	-4	-10
O=C(NC1CC2CCCC(C1)N2C(=O)Nc1ccccc1)C1CC1 (configuration not stated)	7	-6	-3	-13	-20	12	43	-1	2	-7	4
COc1ccc(N2CCN(c3ncnc4scc(-c5ccc(C)cc5)c34)CC2)cc1	6	11	17	7	1	12	16	-6	3	10	31
COCCNC(=O)C1(C)CCN(C(=O)Cc2ccc(OC)c(OC)c2)C1 (configuration not stated)	-16	0	.	-2	3	-11	-8	-27	12	2	-6
O=C(CCCOc1ccc(Cl)cc1Cl)NC(Cc1ccccc1)C(=O)O (configuration not stated)	3	-7	7	0	-13	-6	4	-10	11	15	-23
Cc1cc(NC(=O)c2cc3cccc([N+](=O)[O-])c3[nH]2)ccc1F	-10	-50	-39	-1	-95	-62	23	-103	-4	12	22
C[C@H](CO)N1C[C@H](C)[C@@H](CN(C)C(=O)c2ccncc2)OCc2cnnn2CCCC1=O	-18	-20	-6	-15	10	7	23	13	9	-22	-5
CC(C)CNC(=O)COC(=O)C1c2ccccc2Oc2ccccc21	6	-20	66*	7	21	9	1	19	-8	-9	2
CCc1ccccc1Nc1nc(N)nc(COC(=O)C2CCN(C(=O)c3ccc(F)cc3)CC2)n1	1	5	-2	-2	-5	16	9	12	-15	-7	10
Cc1cccc(C)c1OCCNC(=O)OCc1ccccc1	-2	-5	-10	-2	-2	6	-19	1	-2	-6	-1
Cc1ccc2nc3c(cc2c1)c(NC(=O)C1CCCO1)nn3CC(C)C (configuration not stated)	10	3	-6	-3	-12	-12	17	-21	11	5	-11
Cc1ccccc1N1C(=O)c2cccc3c(N(C)CCO)ccc(c23)C1=O	10	-3	-5	-17	-14	8	-7	-4	6	15	-13
CC(C)NC(=O)C1CCCN(S(=O)(=O)c2ccc(-n3cnnn3)cc2)C1 (configuration not stated)	-4	-8	1	11	-8	9	10	5	5	-25	-42
Cc1cccc(-n2c(-c3csc4ccccc34)n[nH]c2=S)c1	1	-1	-4	7	-16	16	-10	-7	5	-2	-23
Nc1ccn(CC(=O)NCCNc2ccc([N+](=O)[O-])cn2)c(=O)n1	5	-2	-1	-6	1	4	12	-8	0	-12	6
O=C(CN1CCN(Cc2ccccc2Cl)C1=O)NCC1CCCO1 (configuration not stated)	-5	-1	-2	-6	-1	4	-23	9	-6	-23	9
COc1ccc(-n2cccc2/C=C2\C(=N)N3N=C(c4ccco4)SC3=NC2=O)cc1	-20	-11	0	6	-12	8	23	-6	4	3	35
Cc1ccn2c(C(=O)N/N=C\c3cccs3)c(C)nc2c1	-6	-19	-4	6	-33	-12	-11	3	-9	-5	-5
Cn1c(=O)[nH]c(=O)c2c1nc(CN1CCN(c3ccc(F)cc3)CC1)n2CCc1ccccc1	-7	2	1	-13	5	20	-24	7	-12	15	-14
CC(C)C(C)NC(=O)COC(=O)C1CCN(S(=O)(=O)c2ccc3c(c2)OCCO3)CC1 (configuration not stated)	9	14	0	-5	2	-4	-13	15	2	1	-12
O=C1c2ccccc2C(=O)N1n1cccc1	-2	9	4	12	10	-15	-11	-3	-3	-2	-25
COc1ccc(C/C(O)=C(\C#N)c2nc3ccccc3s2)cc1	.	.	-1	27	7	6	7	3	-5	-12	4
Cc1nnc(SCC(=O)c2c[nH]c3ccccc23)n1C1CC1	3	-4	-7	-12	-18	14	-13	-1	-7	7	-39
CC(=O)Oc1ccc(C(=O)NCCc2ccccc2)cc1	-32	-62	-2	1	-113	-81	60*	-175	3	7	18
COc1ccc(COc2cc(-c3cccc(OC)c3)nc3ccc(NC(=O)c4ccc(C)cc4)cc23)cc1	-51	-1	-3	26	-12	26	-41	27	-17	11	14
CCCN1C(=O)CC(C(=O)OC)=C1C	14	-12	5	-1	5	6	-1	5	-4	16	-4
Cc1ccc(/C=N/NC(=O)CNC(=O)c2cccs2)o1	-4	-8	-4	-2	12	16	-2	-1	-9	2	4
COC(=O)c1ccc(N(CC(=O)NCC2CCCO2)C(=O)CCC(=O)Nc2cc(C)on2)cc1 (configuration not stated)	1	-15	-10	-2	-4	5	14	10	7	6	-12
COc1ccc(N(C)S(=O)(=O)c2cccc(C(=O)NCC(c3cccs3)N(C)C)c2)cc1 (configuration not stated)	2	-15	-6	-30	-11	-8	-4	-15	6	-21	11

The list goes on:
SMILES	COUP-TFII inh	SRC2 inh	EBV LMP1 NFkB	CF NFkB block	SRC1 inh	NCOA3 inh	TWEAK Fn14 block	NR5A2 inv ag	KKLEB cytotox	TRAIL sens C8	TROY signal inh
Cn1c(-c2ccccc2)cc(=O)n1-c1ccccc1	-13	-7	-9	-1	-21	-18	15	-16	0	-4	-4
O=C(O)CC(SCC(=O)Nc1ccc(Br)cc1)C(=O)O (configuration not stated)	7	-30	-4	2	-8	-2	-11	12	3	-4	67*
COc1cccc(C2=CC(c3cccc(OC)c3OC)n3nnnc3N2)c1 (configuration not stated)	-15	-31	16	21	-26	-20	6	7	-16	4	12
COc1cccc(C(C(=O)NC2CCCCC2)N(Cc2ccco2)C(=O)c2ccccn2)c1 (configuration not stated)	10	13	2	7	-8	3	-9	4	0	7	-12

Compound profiles, as listed above:
CCCCn1c(=O)[nH]c(=O)c2c1nc(COC(=O)c1c(C)noc1C)n2CCC in the list: COUP-TFII inh = 3; SRC2 inh = -11; EBV LMP1 NFkB = 4; CF NFkB block = 15; SRC1 inh = -1; NCOA3 inh = 11; TWEAK Fn14 block = -9; NR5A2 inv ag = -4; KKLEB cytotox = -20; TRAIL sens C8 = -2; TROY signal inh = 15
O=c1[nH]nc(SCc2ccccc2)c(=O)[nH]1 in the list: COUP-TFII inh = 2; SRC2 inh = -2; EBV LMP1 NFkB = -4; CF NFkB block = 12; SRC1 inh = 12; NCOA3 inh = 10; TWEAK Fn14 block = 14; NR5A2 inv ag = -3; KKLEB cytotox = 1; TRAIL sens C8 = -4; TROY signal inh = 8

Bioassay records deposited in PubChem by several laboratories.
